Screens: PubChem BioAssay, several laboratories
Rin1-Abl PPI inh: inhibitors of Rin1-Abl protein binding, primary screen, biochemical, TR-FRET. Tyrosine-protein kinase ABL1 (Homo sapiens) + Ras and Rab interactor 1 (Homo sapiens), …. inhibition, % at 7.35 µM. 360,000 compounds, 0.4% hits. AID 588664, 2011; in the data active means inhibition above about 5%, passing the limit was not always enough
Target sequence (P00519 whole entry, looked up): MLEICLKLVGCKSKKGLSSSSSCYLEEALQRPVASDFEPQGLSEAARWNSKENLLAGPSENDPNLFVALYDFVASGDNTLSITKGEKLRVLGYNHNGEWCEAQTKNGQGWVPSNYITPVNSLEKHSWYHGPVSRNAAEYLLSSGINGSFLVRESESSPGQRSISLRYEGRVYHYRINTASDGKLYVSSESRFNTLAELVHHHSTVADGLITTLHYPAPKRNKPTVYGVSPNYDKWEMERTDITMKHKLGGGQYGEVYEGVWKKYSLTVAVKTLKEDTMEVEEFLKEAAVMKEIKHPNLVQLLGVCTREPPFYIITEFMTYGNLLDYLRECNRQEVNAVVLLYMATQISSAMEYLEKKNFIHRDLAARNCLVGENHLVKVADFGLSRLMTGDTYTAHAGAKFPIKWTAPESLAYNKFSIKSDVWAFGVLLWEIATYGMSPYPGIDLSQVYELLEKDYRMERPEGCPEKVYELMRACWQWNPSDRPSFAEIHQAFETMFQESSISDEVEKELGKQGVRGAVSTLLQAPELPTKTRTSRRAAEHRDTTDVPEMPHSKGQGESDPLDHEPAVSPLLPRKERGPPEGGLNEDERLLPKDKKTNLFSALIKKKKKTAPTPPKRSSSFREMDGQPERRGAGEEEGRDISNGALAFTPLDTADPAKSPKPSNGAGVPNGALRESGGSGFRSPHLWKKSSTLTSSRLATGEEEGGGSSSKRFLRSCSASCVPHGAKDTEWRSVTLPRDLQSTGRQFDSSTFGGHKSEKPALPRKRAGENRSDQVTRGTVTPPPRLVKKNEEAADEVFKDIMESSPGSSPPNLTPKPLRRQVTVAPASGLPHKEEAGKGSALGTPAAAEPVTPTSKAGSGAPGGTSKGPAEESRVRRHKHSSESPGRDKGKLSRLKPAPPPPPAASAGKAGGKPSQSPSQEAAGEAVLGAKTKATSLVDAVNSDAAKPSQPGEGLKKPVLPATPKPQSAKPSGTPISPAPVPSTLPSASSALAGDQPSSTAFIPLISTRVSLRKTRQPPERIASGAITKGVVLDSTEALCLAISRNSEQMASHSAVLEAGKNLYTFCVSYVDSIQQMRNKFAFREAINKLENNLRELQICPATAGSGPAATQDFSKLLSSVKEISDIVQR
Target sequence (Q13671 whole entry, looked up): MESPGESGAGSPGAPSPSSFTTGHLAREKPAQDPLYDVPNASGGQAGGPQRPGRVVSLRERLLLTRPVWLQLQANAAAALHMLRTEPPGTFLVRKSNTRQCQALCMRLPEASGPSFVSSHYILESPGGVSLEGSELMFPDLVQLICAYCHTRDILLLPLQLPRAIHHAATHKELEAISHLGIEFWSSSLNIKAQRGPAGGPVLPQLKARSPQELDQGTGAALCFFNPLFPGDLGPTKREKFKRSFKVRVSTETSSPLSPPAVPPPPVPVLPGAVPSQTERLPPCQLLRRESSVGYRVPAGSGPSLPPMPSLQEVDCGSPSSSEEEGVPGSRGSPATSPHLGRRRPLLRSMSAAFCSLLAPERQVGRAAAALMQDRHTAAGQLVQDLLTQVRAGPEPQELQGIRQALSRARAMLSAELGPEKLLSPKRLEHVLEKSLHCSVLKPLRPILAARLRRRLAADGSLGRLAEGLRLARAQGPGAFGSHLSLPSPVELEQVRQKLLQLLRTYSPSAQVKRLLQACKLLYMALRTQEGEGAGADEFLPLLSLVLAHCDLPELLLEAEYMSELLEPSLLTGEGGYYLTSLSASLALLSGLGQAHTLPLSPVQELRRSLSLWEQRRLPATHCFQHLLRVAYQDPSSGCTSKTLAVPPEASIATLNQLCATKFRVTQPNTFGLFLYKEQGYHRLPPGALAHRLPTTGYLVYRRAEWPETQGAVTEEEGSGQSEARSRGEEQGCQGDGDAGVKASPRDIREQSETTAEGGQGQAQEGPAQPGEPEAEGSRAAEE
bovine MsrA act: bovine MsrA enzyme activators, primary screen, biochemical, absorbance, HTS; Methionine sulfoxide reductase A (Bos taurus); purified bovine MsrA, absorbance read-out; activation, % at 10.6 µM; 360,000 compounds, 0.3% hits; in the data active means activation above about 7.5%;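 further: 0% = vehicle and 100% = reference activator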
FAS-TE inh: FAS thioesterase domain inhibitors, primary screen, biochemical, fluorescence intensity, uHTS | inhibition, % at 15 µM | recombinant FAS-TE, OMFH fluorogenic substrate, fluorescence endpoint | Fatty acid synthase (Homo sapiens), P49327 | 360,000 compounds, 0.67% hits;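 active means compounds whose normalised, plate-corrected inhibition of enzyme fluorescence in the single-dose primary screen is 50% or more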;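 further: 0% = DMSO with enzyme and 100% = substrate without enzyme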
eLon inh: inhibitors of E. coli Lon protease, primary screen, biochemical, fluorescence polarization | AID 602123, 2011 | 360,000 compounds, 0.42% hits | P0A9M0 | purified E. coli Lon protease | inhibition, % at 7.94 µM; in the data active means inhibition above about 13%, passing the limit was not always enough;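 further: 0% = enzyme with probe and DMSO and 100% = no enzyme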
MT1-MMP act inh: blockers of MT1-MMP proenzyme processing, primary screen, HT1080 RFP-PRO-GFP cells, GFP/RFP fluorescence; Matrix metalloproteinase-14 (Homo sapiens), P50281; 360,000 compounds, 0.061% hits; GFP/RFP ratio fluorescence, overnight; percent of plate control window, DMSO zero; GFP/RFP ratio change, % at 20 µM; AID 651647, 2012;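 active means GFP/RFP ratio change of at least 30% with cell ATP level not reduced by more than half and red fluorescence within 50% of control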; further: strong numbers were not always called active
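Material: RFP-PRO-GFP reporter HT1080 cells. Dosing: single-point 20 µM compound, 1% DMSO. Controls: DMSO and RFP-L50D-GFP cell wells. Timing: cells overnight before dosing, compound overnight, 37 °C, 5% CO2. Measure: GFP/RFP fluorescence ratio.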
Rpn11 block: Rpn11 (PSMD14) deubiquitinase inhibitors, primary screen, biochemical, fluorescence polarization, uHTS | human 26S proteasome, Ub4-pepOG fluorescence polarization; 20S core pre-blocked with epoxomicin | calls only at 20 µM | 360,000 compounds, 0.59% hits | AID 588493, 2011;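 active means inhibition at 20 µM, scaled to each plate's controls, above about 33%, limit read from the data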
MLLE-PAM2 inh: inhibitors of PABP1 MLLE–PAM2 peptide binding, primary screen, biochemical, fluorescence polarization, FITC-PAM2, GST-MLLE. inhibition, % at 20 µM. AID 588489, 2011. Polyadenylate-binding protein 1 (Homo sapiens), P11940. 360,000 compounds, 0.36% hits; in the data active means inhibition above about 35%, passing the limit was not always enough;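 further: plate controls were DMSO wells with GST-MLLE for no effect and wells lacking GST-MLLE protein for full effect; some results filed as inactive read as strong as hits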
MsrA inh: bovine MsrA enzyme inhibitors, primary screen, biochemical, absorbance, HTS; inhibition, % at 15.5 µM; 360,000 compounds, 0.75% hits; purified bovine MsrA, absorbance read-out; AID 651718, 2012; in the data active means inhibition above about 4.5%;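 further: 0% = vehicle wells with enzyme and 100% = reference inhibitor wells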
CSN deneddyl inh: inhibitors of CSN-mediated cullin deneddylation, primary screen, biochemical, fluorescence polarization, uHTS; COP9 signalosome complex subunit 5 (Homo sapiens), Q92905; Purified CSN, SCF-Nedd8-OG deneddylation; inhibition, % at 12.5 µM; 360,000 compounds, 0.38% hits; AID 651999, 2013;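 active means pattern-corrected inhibition above about 35%, with an unprinted fluorescence ratio check between 0.5 and 1.5, limit read from the data, passing the limit was not always enough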;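 further: 0% = enzyme with substrate and 100% = substrate without enzyme; some results filed as inactive read as strong as hits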
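Assay system: Purified human Csn5 enzyme expressed in HEK293T cells | Amount: Enzyme 0.24 nM | Measured by: Fluorescence polarization readout | Medium: Tris/NaCl/DTT buffer, pH 7.5 | Compound dosing: One concentration, 12.5 µM, 0.25% DMSO | Times: 90 min incubation of compound, enzyme and substrate at room temperature | Control set: no-enzyme wells high, enzyme-with-substrate wells low | Read-out: % inhibition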
* = called active by the depositor; i = inactive; + = active, no number.

canonical_smiles	Rin1-Abl PPI inh	bovine MsrA act	FAS-TE inh	eLon inh	MT1-MMP act inh	Rpn11 block	MLLE-PAM2 inh	MsrA inh	CSN deneddyl inh
O=C(Nc1ccccc1C(=O)NCc1ccccc1)c1ccccc1Br	-5	-4	14	2	-2	i	-16	-1.3	-2
CSc1nc(Sc2cccc(Cl)c2)c2ccccc2n1	1	-1	23	2	-14	i	23	-0.1	-1
CCC1=NN(C(=O)CCc2ccc3c(c2)OCO3)C(O)(C(F)(F)F)C1 (configuration not stated)	2	-3	4	-2	0	i	-104	-0.5	-5
CC1CCC(NC(=O)Cn2cnc3sccc3c2=O)CC1 (configuration not stated)	-1	-3	-5	3	-1	i	13	0.4	-1
COc1c(C)cccc1C(=O)Nc1ccc(N2CCN(C(=O)c3ccccc3C)CC2)cc1	2	0	7	-9	6	i	-5	1.8	-3
CSc1cccc(NC(=O)COC(=O)c2ccccn2)c1	3	-2	-8	-5	2	i	0	-0.4	3
Cc1ccc(NC(=O)CSc2nnc(C3COc4ccccc4O3)o2)c(Cl)c1 (configuration not stated)	0	0	-1	6	-3	i	-2	-1.1	9
C=CCN1C(=O)C(Cc2ccc(OC)cc2)SC1=Nc1ccc(C(=O)O)cc1 (configuration not stated)	-2	-2	-9	3	-4	i	13	-0.1	0
C=CCN(CC(=O)NCc1ccc(OC)cc1)C(=O)c1csnn1	-2	-9	-6	2	-3	i	-2	-0.1	-1
CCOc1ccc2nc(NC3=NC(c4ccc(OC)cc4)CC(=O)N3)nc(C)c2c1 (configuration not stated)	-2	0	-5	-13	-17	+	-44	-0.5	13

The closing six compounds of the part before are carried over, then new ones follow:
canonical_smiles	Rin1-Abl PPI inh	bovine MsrA act	FAS-TE inh	eLon inh	MT1-MMP act inh	Rpn11 block	MLLE-PAM2 inh	MsrA inh	CSN deneddyl inh
COc1c(C)cccc1C(=O)Nc1ccc(N2CCN(C(=O)c3ccccc3C)CC2)cc1	2	0	7	-9	6	i	-5	1.8	-3
CSc1cccc(NC(=O)COC(=O)c2ccccn2)c1	3	-2	-8	-5	2	i	0	-0.4	3
Cc1ccc(NC(=O)CSc2nnc(C3COc4ccccc4O3)o2)c(Cl)c1 (configuration not stated)	0	0	-1	6	-3	i	-2	-1.1	9
C=CCN1C(=O)C(Cc2ccc(OC)cc2)SC1=Nc1ccc(C(=O)O)cc1 (configuration not stated)	-2	-2	-9	3	-4	i	13	-0.1	0
C=CCN(CC(=O)NCc1ccc(OC)cc1)C(=O)c1csnn1	-2	-9	-6	2	-3	i	-2	-0.1	-1
CCOc1ccc2nc(NC3=NC(c4ccc(OC)cc4)CC(=O)N3)nc(C)c2c1 (configuration not stated)	-2	0	-5	-13	-17	+	-44	-0.5	13
C/C=C/c1ccc2c(c1)O[C@H](CN(C)CC1CCOCC1)[C@@H](C)CN([C@H](C)CO)S2(=O)=O	5	-2	12	-3	5	i	-8	-0.4	-3
O=C1N/C(=N\N=C\c2cccs2)SC1Cc1ccc(Cl)c(Cl)c1 (configuration not stated)	0	-5	3	3	3	i	-3	1.0	5
COc1ccc(OC)c(NC(=S)NCCC(c2ccccc2)c2ccccc2)c1	-5	-3	26	2	2	i	-13	-0.1	-2
CC1CC2C(C(O)CC3(C)C2CCC3(O)C(=O)CO)C2(C)C=CC(=O)C=C12 (configuration not stated)	1	2	-8	-6	-3	i	-1	0.7	-3
COc1ccc(CN2CCc3cc(OC)c(OC)cc3C2)cc1O	4	-1	-2	-2	2	i	-6	-1.3	-5
Cc1ccc2c(N)[nH]nc2n1	4	-4	-7	-8	-3	i	-38	2.1	11
CCNc1nnc(-c2ccc(C)cc2)o1	-3	0	-4	-1	-1	i	-3	0.1	4
Cn1c(=O)n(C)c2cc(NC(=O)CCl)ccc21	1	-9	-4	-7	14	i	-10	-0.5	3
CC(=O)Nc1ccc(S(=O)(=O)n2nc(-c3ccc(C)cc3)nc2N)cc1	-4	-5	0	-12	5	i	6	-0.9	2
Cc1ccc(C(=O)c2c[nH]c(C(=O)NCc3cccnc3)c2)cc1	-1	-5	-6	-3	-4	i	9	1.7	1

Grouped by structure: those above with an NH in an aromatic ring
canonical_smiles	Rin1-Abl PPI inh	bovine MsrA act	FAS-TE inh	eLon inh	MT1-MMP act inh	Rpn11 block	MLLE-PAM2 inh	MsrA inh	CSN deneddyl inh
Cc1ccc2c(N)[nH]nc2n1	4	-4	-7	-8	-3	i	-38	2.1	11
Cc1ccc(C(=O)c2c[nH]c(C(=O)NCc3cccnc3)c2)cc1	-1	-5	-6	-3	-4	i	9	1.7	1

(listing goes on)
canonical_smiles	Rin1-Abl PPI inh	bovine MsrA act	FAS-TE inh	eLon inh	MT1-MMP act inh	Rpn11 block	MLLE-PAM2 inh	MsrA inh	CSN deneddyl inh
O=C(NCc1ccco1)c1ccccc1NS(=O)(=O)c1ccc(Cl)s1	2	-2	0	-7	-7	i	9	1.4	6
COc1ccc(N=Cc2c(O)n(-c3cccc(C)n3)c(=O)c3ccccc23)cc1	-2	-7	10	-9	2	i	-5	1.4	-4
O=C(NCC(=O)N1CCCCCCC1)c1ccc(Br)o1	0	-4	-6	-12	-1	i	-1	-0.3	-5
NC(=O)COC(=O)CC(NC(N)=O)c1ccc(Cl)cc1 (configuration not stated)	2	-3	-12	-4	0	i	-8	-1.1	-2
Cc1ccc(-c2nn3c(C)nnc3s2)cc1NC(=O)C(C)C	1	-6	-6	1	3	i	-5	-1.4	-4
CCc1ccccc1NC(=O)Nc1ccc(F)cc1	-1	-8	1	-7	4	i	-9	1.8	2
COc1ccc(CCNC(=O)CN(C)S(=O)(=O)c2cccs2)cc1OC	2	-11	-4	-3	8	i	-3	-0.4	1
Cc1nc2ccc(C(=O)O)cc2c2c1CC(C)S2 (configuration not stated)	-2	-3	-8	-12	-4	i	-2	0.7	23
Cc1cccc(C(=O)c2c(N)sc3c2CCCC3)c1	5	-10	-1	-2	-3	i	4	-0.9	3
Cn1c(CCN2CCN(c3ccccn3)CC2)nc2cc(NC(=O)COc3ccc(Cl)cc3)ccc21	4	-1	1	-2	5	i	-13	-2.0	1
CCN1CCN(c2ccc(S(=O)(=O)N3CCCCC3)cc2NC(=O)COc2ccccc2)CC1	-2	-3	-4	-6	7	i	-10	-0.1	-1
COc1ccccc1OCCSc1nc2ccccc2n1CCO	0	-8	-5	1	0	i	1	0.2	3
CCOC(=O)C(c1ccccc1)N1CCN(c2ccc(OC)cc2)CC1 (configuration not stated)	2	-2	0	-8	0	i	8	2.2	0
C=CCNc1nc(Cl)nc(NC2CCCCC2)n1	0	-4	-1	1	-2	i	13	0.2	-1
CC(C)N(Cc1nc(-c2ccc(Cl)cc2)no1)C(=O)C(c1ccccc1)c1ccccc1	0	-9	27	-2	-50	i	5	-0.7	0
C[C@@H]1CC=C[C@H]2[C@H]1C(=O)N(Cc1ccccc1)[C@H]2c1ccc(-c2cc3ccccc3s2)cc1F	2	-1	19	0	-5	i	-4	0.5	-2
COC(=O)c1c(C)nc(C)c(C(=O)OC)c1-c1ccsc1	4	-4	-6	1	-3	i	-5	0.5	-2
CCN(CC)CCNC(=O)c1ccc(NC(=O)c2c(F)cccc2Cl)cc1	1	-11	-11	-3	3	i	-21	-1.1	-3
Cc1ccc(-n2nnnc2SCC(=O)c2c(N)n(C3CC3)c(=O)[nH]c2=O)cc1	0	-1	-11	-1	-1	i	-5	-1.1	-4
COCCNC(=O)c1sc2ncn(CC(=O)N3CCCCC3)c(=O)c2c1C	-1	3	-10	3	2	i	2	-0.7	1
Cc1onc(-c2ccccc2)c1C(=O)NNC(=S)NC(=O)c1ccc(F)cc1	0	0	-2	13	4	i	34	0.1	1
COc1ccc(/C=N/N2CCOCC2)cc1Cn1cc([N+](=O)[O-])cn1	1	-2	12	3	6	i	12	-0.7	-2
O=C(/C=C/c1c(Cl)cccc1Cl)n1cccn1	1	-1	-3	4	7	i	2	-1.4	8
COc1cc2c(cc1OC)-c1cc(Nc3cccc(F)c3)nc(=O)n1CC2	-2	-3	-1	-1	5	i	-12	2.0	4
CC(NC(=O)c1ccc(N2CCCC2)c([N+](=O)[O-])c1)c1ccc(S(N)(=O)=O)cc1 (configuration not stated)	-5	-3	-2	8	5	i	-6	0.3	0
CC1Cc2nc(SCC(=O)Nc3ccc4c(c3)OCO4)n(CCc3ccccc3)c(=O)c2S1 (configuration not stated)	-1	-3	15	-12	-4	i	-5	1.0	3
CC(NC(=O)Cc1ccc(F)cc1)c1ccccc1 (configuration not stated)	0	-11	-11	3	4	i	13	-0.4	5
COc1nc(C)ccc1-c1noc(-c2ccncc2)n1	1	-4	-2	1	3	i	5	-0.8	3
O=C(CC12CC3CC(CC(C3)C1)C2)NC(=S)NCc1ccco1	1	-1	20	5	-8	i	5	0.9	0
CCN1CCN(C(=O)CS(=O)(=O)Cc2nc(-c3ccccc3C)oc2C)CC1	4	-3	-3	-8	2	i	3	2.1	33
N#CC1(NC(=O)COC(=O)c2ccc(-c3ccc(O)cc3)cc2)CCCCC1	2	3	-1	9	-2	i	-7	-0.4	1
O=C(O)Cn1cc(/C=C/[N+](=O)[O-])c2ccccc21	2	-4	-7	-2	0	i	-14	-0.5	-13
Cc1sc2ncnc(N3CCC(C(=O)NNC(=O)c4ccccc4Cl)CC3)c2c1C	-2	-4	-2	7	-4	i	7	-0.8	4
Cc1ccnc(N2C(=O)c3ccccc3C2Nc2ccccc2Cl)c1 (configuration not stated)	-3	-3	11	0	7	i	-4	0.3	1
O=C(Nc1cccnc1Cl)c1cccnc1Cl	-1	-2	-8	2	2	i	4	-0.4	2
COC(C(=O)Nc1ccc(S(=O)(=O)Nc2ccc(C)c(C)c2)cc1)c1ccccc1 (configuration not stated)	3	-10	18	0	-4	i	-3	0.7	-16
CCc1ccc2n(-c3ccc(OC)cc3)c([S-])c(C(=O)Nc3cc(C)cc(C)c3)[n+]2c1	0	-4	-2	-5	-4	i	-142	2.2	10
